HT1080 IDH1KD tx = HT-1080 IDH1 knockdown cell toxicity (counter line); HT-1080 IDH1 knockdown viability, ATP luminescence, 48 h; Potency, µM (titrated, usually from 46.1 µM), for the others: at the highest dose activity, negative = toxicity, usual class: cytotoxic; 360,000 tested, 2% active; AID 686971;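 further: potency means the concentration at half of the fitted maximal effect; 0% = DMSO wells and -100% = cell-free medium wells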
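CellTiter-Glo luminescence after 48 h compound exposure at 37 degrees C of IDH1-knockdown HT-1080 cells in 5% FBS RPMI. %Activity scaled between DMSO wells and cell-free media wells, with curves fitted and assigned curve classes.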
GLP1R cytotox = cytotoxicity counter-screen for GLP-1 receptor inverse agonists | HEK293 cAMP-luciferase reporter cells, luminescence, 24 h | Potency, µM (titrated, usually from 38.3 µM), inactives show at the top dose activity change, negative = inhibition, hits mostly inhibitors | 410,000 tested, 0.13% active;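 further: loss of luciferase light is scored as toxicity; potency means the concentration at half of the fitted maximal effect; on the % scale 0 is the no-effect control and ±100 the full control effect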
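Cells in DMEM/10% Nu serum/1% pen-strep, 1536-well format. Pre-incubated 12 h, dosed with 23 nL compound, incubated a further 24 h. Luciferase detection, 12 min at room temp, luminescence.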
MCF10A rereplic = induces DNA re-replication in MCF 10a normal breast cells. MCF 10A DNA re-replication, Hoechst nuclear intensity, 48 h. Potency, µM (series often up to 46.1 µM), without a hit: at the top dose activity, positive = re-replication, usual class: activators. 350,000 tested, 2.9% active; further: potency means the concentration at half of the fitted maximal effect; % of control where 0% means no effect; nearly all actives have a fitted effect of over 50% in size
SW480 rereplic = inducers of DNA re-replication in SW480 colon cancer cells. SW480 DNA re-replication, Hoechst DNA content imaging, 48 h. Potency, µM (titrated, usually from 46.1 µM), for the others: top-dose re-replication activation, hits mostly activators. 340,000 tested, 1.8% active; further: potency means the concentration at half of the fitted maximal effect; % of control where 0% means no effect; nearly all actives have a fitted effect of over 55% in size
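Quantitative HTS format with DMSO vehicle controls; 48 hr drug incubation at 37 C, then 40 min Hoechst staining and scanning imager measurement at 405 nm excitation.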
DRD3 agonist = agonists of human D3 dopamine receptor | P35462 | D3R DiscoveRx beta-arrestin cells, luminescence, 90 min | max activation, % | 410,000 tested, 0.58% active | AID 652048; in the data active means max activation above about 30%; further: 0% is about no effect; mostly tested at two doses, the higher about 12 µM
Target sequence (P35462 whole entry, looked up): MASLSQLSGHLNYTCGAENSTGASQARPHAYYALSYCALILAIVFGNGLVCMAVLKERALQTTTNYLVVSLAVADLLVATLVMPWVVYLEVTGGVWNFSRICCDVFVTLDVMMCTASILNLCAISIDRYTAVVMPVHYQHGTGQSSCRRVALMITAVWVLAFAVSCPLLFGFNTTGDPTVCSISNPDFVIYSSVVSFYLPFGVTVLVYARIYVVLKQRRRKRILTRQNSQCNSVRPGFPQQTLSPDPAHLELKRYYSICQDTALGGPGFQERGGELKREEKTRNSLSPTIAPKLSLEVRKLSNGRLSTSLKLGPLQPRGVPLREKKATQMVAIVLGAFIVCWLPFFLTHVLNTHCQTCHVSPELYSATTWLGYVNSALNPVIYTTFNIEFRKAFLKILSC
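Agonist-mode cell screen: cells plated at 1500/well and incubated overnight at 37 °C, then exposed to library compounds for 90 min at 37 °C. Detection reagent was added for 30–60 min at room temperature, and luminescence was read.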
KB-V1 cytotox = kills drug-selected multidrug resistant KB-V1 cells; 400,000 tested, 3.4% active; Potency, µM (series often up to 46.1 µM), without a hit: at the top dose activity change, negative = cytotoxicity, most hits filed as cytotoxic; KB-V1 MDR cells viability, CellTiter-Glo, 72 h; further: potency means the concentration at half of the fitted maximal effect; on the % scale 0 is the no-effect control and ±100 the full control effect; nearly all actives have a fitted effect of over 60% in size
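Cytotoxicity toward P-gp-expressing KB-V1 cells was determined as loss of CellTiter-Glo luminescence after 72 h at 37 degrees C. Compounds were tested in quantitative HTS format across a concentration range, with curves fitted to normalized data.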
HT1080NT lethal = kills 2HG-producing HT-1080-NT fibrosarcoma cells. AID 686970. HT-1080-NT fibrosarcoma viability, CellTiter-Glo ATP luminescence, 48 h. Potency, µM (highest dose often 46.1 µM), for inactives: top-dose activity, negative = less viability, most hits filed as cytotoxic. 360,000 tested, 1.6% active;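 further: NT is the 2HG producing partner of a matched IDH1 knockdown line; potency means the concentration at half of the fitted maximal effect; 0% = DMSO-treated cells and -100% = media-only wells without cells; nearly all actives have a fitted effect of over 55% in size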
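A 48-hour cytotoxicity screen used HT-1080-NT cells plated 2 hours before compound delivery. ATP-based CellTiter-Glo luminescence measured viability, normalized to DMSO and no-cell controls.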
IL-1B inflam inh = inflammasome signaling inhibition, IL-1 beta readout. 360,000 tested, 4.7% active. activity change, % at 57.5 µM. AID 743279. THP-1 LPS/ATP IL-1B secretion, AlphaLISA, 16 h; hits give low values; in the data active means activity change below about -50%; inconclusive means mostly about -30% to -49%; further: on the % scale 0 is the no-effect control and ±100 the full control effect
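Secreted IL-1B measured by AlphaLISA bead assay after 16 h compound exposure of THP-1 cells; compounds (final up to 57.5 uM) added 1 h before LPS (250 ng/mL) and ATP (1.25 mM) stimulation; lower signal means less secretion.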
KB-3-1 cytotox = KB-3-1 parental cell cytotoxicity; KB-3-1 viability, CellTiter-Glo ATP luminescence, 72 h; Potency, µM (top dose mostly 46.1 µM), for the others: at the top dose activity change, negative = cytotoxic, actives largely listed as cytotoxic; 400,000 tested, 1.4% active; AID 1347075; further: potency means the concentration at half of the fitted maximal effect; on the % scale 0 is the no-effect control and ±100 the full control effect; nearly all actives have a fitted effect of over 60% in size
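Parental KB-3-1 viability, qHTS format: 72 h compound exposure, 37 °C; CellTiter-Glo; media-only wells and DMSO plates as controls; concentration-effect fits on corrected data.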
The depositor's hits bear a star; i = inactive; ? = inconclusive; / = not tested or not shown; [ ] = remark or other dose. Unless noted, the call rests on the fitted dose curve; in most records, active means well fitted curve in the direction sought with a large enough effect; inconclusive means small, poorly fitted or top-dose-only effect, or another doubt; inactive means no such curve, though single readings can be large; an effect the other way counts as inactive or inconclusive. This is a random part of the collection; 11% or so of the library scored in one or more.

SMILES	HT1080 IDH1KD tx	GLP1R cytotox	MCF10A rereplic	SW480 rereplic	DRD3 agonist	KB-V1 cytotox	HT1080NT lethal	IL-1B inflam inh	KB-3-1 cytotox
O=C1CCc2cc(S(=O)(=O)N3CCC(C(=O)NCc4ccccc4Cl)CC3)ccc2N1	0%	0%	14%	3%	2	16%	0%	-9	-4%
CCC[C@@H](CN1CCC[C@H]1CN1C(N)=NC[C@@H]1Cc1ccccc1)N1C[C@@H]([C@H](C)CC)N(CCCC2CCCC2)C1=N	?	-20%	18µM*	?	-39	-15%	?	-96*	?
O=S(=O)(NCC1(N2CCOCC2)CCCCC1)c1ccc(Cl)cc1C(F)(F)F	17%	-15%	9%	-25%	5	?	13%	i	-10%
CC1=CC2(C)C(C3C(C)=CC2(C)C(=O)C3(C)O)C(C)(O)C1=O (stereo not given)	25%	-11%	-13%	7%	-5	2%	22%	-5	0%
CCOC(=O)C(=O)Nc1ccccc1C#N	19%	4%	-2%	8%	2	-6%	21%	8	-8%
CCc1ccccc1NC(=O)C(=O)NCCCN1CCOCC1	/	0%	/	/	7	?	/	/	5%
CC(N)=Nc1ccc([N+](=O)[O-])cc1	13%	-8%	14%	0%	2	?	19%	6	2%
O=C(c1cccc([N+](=O)[O-])c1)N1CCCC(C(=O)N2CCCCCC2)C1 (stereo not given)	1%	7%	-9%	-86%[inhibitor]	-2	-17%	-6%	15	-1%
Cc1ccc(S(=O)(=O)N(Cc2n[nH]c(=S)n2-c2ccccc2)c2ccccc2)cc1	3%	-2%	-4%	-14%	1	3%	-1%	11	?
CC(NC(=O)c1ccccc1C(=O)O)c1ccc(-n2ccnc2)cc1 (stereo not given)	0%	0%	0%	-5%	-4	15%	-4%	-7	14%
CCOC(=O)C1=C(N)Oc2cc(O)ccc2C1c1cccnc1 (stereo not given)	0%	2%	-181%[0.0737 µM]	0%	3	7%	-1%	17	7%
Cc1ccc(-c2noc(CCC(=O)Nc3ccc4c(c3)OCO4)n2)cc1	-22%	76%[activator]	?	12%	1	0%	-15%	-1	-3%
CON(C)S(=O)(=O)c1cccc(C(=O)N(CC(=O)Nc2ccccc2C(F)(F)F)Cc2ccco2)c1	0%	-4%	-3%	-2%	8	8%	-1%	-2	0%
O=C1CCCC(=O)C1CS(=O)(=O)c1ccccc1	9%	-1%	5%	8%	11	1%	26%	-9	17%
Cc1cc(=O)oc(C)c1C(=O)Nc1ccc(Cl)cn1	4%	2%	0%	-3%[9.22 µM]	4	27%	6%	-6	0%
COc1ccc(N(CC(=O)NCc2ccccc2OC)S(=O)(=O)c2ccccc2[N+](=O)[O-])c(OC)c1	7%	-2%	-26%	-9%	10	-25%	12%	-24	-10%
C=CCC[C@@H](Cc1ccc(F)cc1)C(=O)OC[C@@H](NC(=O)[C@H](CC=C)CC(=O)NCCO)C(C)(C)C	2%	-1%	1%	0%	-3	10%	12%	5	-3%
Cc1ccccc1C(=O)NNC(=O)C1CC(=O)N(Cc2ccccc2)C1 (stereo not given)	9%	-5%	0%	-7%	2	29%	4%	7	2%
O=C(CN(Cc1ccc(F)cc1)C(=O)CCC(=O)Nc1ccccn1)NCCc1ccccc1	3%	-5%	-5%	-15%	-5	-23%	23%	23	6%
Cc1nc(Cc2nnc(SCC(=O)N3CC(=O)Nc4ccccc43)o2)cs1	-7%	3%	0%	0%	3	-3%	0%	16	-1%

Single records, from the list above. Screens in order: HT1080 IDH1KD tx | GLP1R cytotox | MCF10A rereplic | SW480 rereplic | DRD3 agonist | KB-V1 cytotox | HT1080NT lethal | IL-1B inflam inh | KB-3-1 cytotox
Results for CCOC(=O)C1=C(N)Oc2cc(O)ccc2C1c1cccnc1 (stereo not given) = 0% | 2% | -181%[0.0737 µM] | 0% | 3 | 7% | -1% | 17 | 7%
Results for Cc1nc(Cc2nnc(SCC(=O)N3CC(=O)Nc4ccccc43)o2)cs1 = -7% | 3% | 0% | 0% | 3 | -3% | 0% | 16 | -1%
Results for CC(N)=Nc1ccc([N+](=O)[O-])cc1 = 13% | -8% | 14% | 0% | 2 | ? | 19% | 6 | 2%
Results for O=C(c1cccc([N+](=O)[O-])c1)N1CCCC(C(=O)N2CCCCCC2)C1 (stereo not given) = 1% | 7% | -9% | -86%[inhibitor] | -2 | -17% | -6% | 15 | -1%

(more compounds)
SMILES	HT1080 IDH1KD tx	GLP1R cytotox	MCF10A rereplic	SW480 rereplic	DRD3 agonist	KB-V1 cytotox	HT1080NT lethal	IL-1B inflam inh	KB-3-1 cytotox
Cc1cc(=O)oc(C)c1C(=O)OCC(=O)c1ccc(Cl)cc1	6%	-6%	-12%	3%	6	?	1%	-9	10%
COc1ccc(NC(=O)c2csc(C)c2)cc1OC	17%	-10%	9%	?	5	-11%	6%	-23	-6%
Cc1ccc(Cl)cc1N(CC(=O)NC1CCCC1)C(=O)c1csnn1	3%	-17%	0%	-4%	6	-18%	14%	2	-1%
S=C(Nc1ccccc1Cl)N(Cc1cccnc1)Cc1ccco1	1%	11%	6%	-1%	5	?	-2%	9	-7%
CN1CCCC(OC(=O)c2ccc(Cl)cc2)C1 (stereo not given)	-5%	7%	1%	-3%	-24	-3%	-4%	-6	-22%
Cc1ccc(F)cc1NC(=O)C1CCN(c2cnccn2)CC1	0%	-10%	5%	-2%	-1	-12%	-3%	-9	8%
COc1cccc(CNCCSc2nnnn2C)c1	0%	-7%	-6%	-8%	-18	-2%	2%	21	1%
Cn1c(Cn2c(=O)sc3ccccc32)nnc1SCC(=O)Nc1cccc(F)c1	-3%	-4%	2%	3%	-5	-20%	2%	-6	-13%
COc1ccccc1/C=C/C(=O)NC(=S)NC(C)C	14%	?	?	16µM*	3	?	10%	-8	?
N#CCSc1nc2ccc(N3CCCCC3)cc2c(=O)n1Cc1ccccc1	-1%	-1%	16µM*	21µM*	0	?	16%	-11	-11%
Nc1nnc(CC(=O)N/N=C/c2ccccc2OCc2ccccc2F)s1	?	-7%	-14%	?	4	0%	-24%	/	-1%
Cc1cc(N2CCN(c3ccc(F)cc3)CC2)nc2cc(O)ccc12	-5%	3%	8%	-14%	-7	?	-12%	23	-20%
Cc1ccccc1NC(=O)CN1C(=O)C2C3CC(C(Br)C3Br)C2C1=O (stereo not given)	-17%	-3%	-1%	-3%	0	-16%	-21%	-3	6%
Clc1ccc(Nc2nc(-c3cccnc3)cs2)cc1	-5%	-10%	14%	-5%	1	7%	-7%	5	2%
Cc1cccc[n+]1CC(=O)c1ccc(Cl)cc1	6%	5%	3%	-6%	3	12%	8%	-5	-2%
Cc1ccc(C(C)(C)C)cc1S(=O)(=O)Nc1nc2ccccc2nc1Cl	1%	-15%	26%	-13%	5	-3%	-20%	-14	0%
CC1CC(C)CN(C(=O)CN(C)S(=O)(=O)c2ccc3c(c2)c(=O)n(C)c(=O)n3C)C1 (stereo not given)	2%	7%	-1%	0%	-6	-18%	-2%	-13	-4%
COc1ccc2ccccc2c1/C=N/O	-2%	-1%	10%	-1%	-1	8%	2%	-11	5%
COc1ccc(Cl)cc1-c1nc(-c2ccc(NC(=O)c3cccs3)cc2)no1	-20%	3%[1.53 µM]	?	2%	24	-23%	-13%	-22	?
Nc1ccc(NC(=O)Nc2ccc(N)cc2)cc1	13%	-1%	-8%	-12%	-1	4%	23%	-26	-3%
CCC(C)(C)n1nnnc1C(c1cccnc1)N1CCN(c2cccc(C(F)(F)F)c2)CC1 (stereo not given)	-29%	-7%	?	?	-12	?	-22%	10	?
CC(C)(C)[C@@H]1C=C(C(=O)N2CCN(Cc3ccccc3)CC2)O[C@H](OCc2ccc(CO)cc2)C1	-5%	-2%	-9%	-4%	0	-6%	-2%	-2	-1%

As entered above:
IL-1B inflam inh, S=C(Nc1ccccc1Cl)N(Cc1cccnc1)Cc1ccco1 = 9
MCF10A rereplic, Cc1ccc(Cl)cc1N(CC(=O)NC1CCCC1)C(=O)c1csnn1 = 0%

Entries shown so far with a cyano group (2):
SMILES	HT1080 IDH1KD tx	GLP1R cytotox	MCF10A rereplic	SW480 rereplic	DRD3 agonist	KB-V1 cytotox	HT1080NT lethal	IL-1B inflam inh	KB-3-1 cytotox
CCOC(=O)C(=O)Nc1ccccc1C#N	19%	4%	-2%	8%	2	-6%	21%	8	-8%
N#CCSc1nc2ccc(N3CCCCC3)cc2c(=O)n1Cc1ccccc1	-1%	-1%	16µM*	21µM*	0	?	16%	-11	-11%
